Screening results as filed in PubChem.
TIM10 inh = growth inhibitors of isogenic TIM10 control yeast, primary screen, counter-screen for tim10-1 yeast inhibitor project, luminescence, uHTS | S. cerevisiae TIM10 strain growth, BacTiter-Glo luminescence, 24 h | inhibition, % at 10 µM | hit rate 1.4% among 330,000;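 active = inhibition of 40% or more at the single tested concentration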;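 also: wild-type TIM10 isogenic control strain grown at permissive 25 °C; 0% = DMSO yeast wells and 100% = minimal medium wells without yeast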
CXCR6 block = CXCR6 receptor inhibitors, primary screen, cell-based, beta-arrestin, luminescence, CHO-K1 PathHunter, 1536-well; C-X-C chemokine receptor type 6 (Homo sapiens), O00574; inhibition, % at 20 µM; hit rate 0.36% among 360,000; in the data active = inhibition above about 34%, passing the limit was not always enough;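 also: antagonist mode with CXCL16 agonist at 10 nM final; 0% = 10 nM CXCL16 with DMSO and 100% = unstimulated wells without agonist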
Target sequence (O00574 whole entry, looked up): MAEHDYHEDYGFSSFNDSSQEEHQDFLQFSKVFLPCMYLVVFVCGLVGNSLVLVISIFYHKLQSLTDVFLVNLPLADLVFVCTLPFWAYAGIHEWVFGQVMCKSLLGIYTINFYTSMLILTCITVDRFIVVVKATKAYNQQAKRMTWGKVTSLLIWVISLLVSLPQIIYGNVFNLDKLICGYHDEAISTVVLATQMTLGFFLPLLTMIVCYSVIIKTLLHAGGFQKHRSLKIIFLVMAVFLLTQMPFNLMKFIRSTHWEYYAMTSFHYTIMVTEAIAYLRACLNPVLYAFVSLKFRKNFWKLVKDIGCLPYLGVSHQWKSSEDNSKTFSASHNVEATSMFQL
UPR XBP1 act = activators of adaptive XBP1 UPR arm, primary screen, cell-based, CHO-XBP1 luciferase reporter, luminescence, uHTS. IRE1-XBP1 UPR activation; percent of tunicamycin response, DMSO as zero. activation, % at 20 µM. hit rate 0.33% among 330,000. AID 463104, 2010;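 active = versus positive control, 20 µM dose yields 30% or more activation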;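 also: 100% = tunicamycin at 10 µg/mL and 0% = DMSO only wells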
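Test system: CHO-XBP1 luciferase reporter cells | Buffer or medium: Serum-containing F12 medium, 10% FBS | Schedule: 6 h compound exposure at 37 °C, 5% CO2 | Detection: Steady-Glo luciferase glow luminescence, 10 min after reagent addition | Read-out basis: Activation, % of tunicamycin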
tim10-1 inh = growth inhibitors of tim10-1 mutant yeast, primary screen, luminescence, uHTS | S. cerevisiae tim10-1 ts strain growth, BacTiter-Glo, 24 h | hit rate 2.2% among 330,000 | inhibition, % at 20 µM | AID 463190, 2010;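 active = inhibition of at least 40%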;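 also: mutant grown at 25 °C; 0% = DMSO wells with yeast and 100% = wells holding no yeast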
Mdm2-MdmX inh = inhibitors of human Mdm2-MdmX association, primary screen, cell-based, luminescence, split luciferase, SaOS-2, uHTS. Protein Mdm4 (Homo sapiens) + E3 ubiquitin-protein ligase Mdm2 (Homo sapiens), …. SaOS-2 split-luciferase Mdm2/MdmX complementation. inhibition, % at 8 µM. hit rate 3% among 330,000;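 active = inhibition of at least 50% at 8 µM in the primary screen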
CHOP UPR activ = activators of apoptotic CHOP UPR arm, primary screen, cell-based, CHO-CHOP luciferase reporter, luminescence, uHTS | UPR activation; percent of tunicamycin response over DMSO baseline | activation, % at 10 µM | hit rate 0.34% among 330,000 | AID 449763, 2010;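 active = at 10 µM dose, activation of 40% or more, normalized to positive control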;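 also: 100% = tunicamycin at 10 µg/mL and 0% = DMSO alone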
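Dosing – one dose, 10 µM in 0.5% DMSO · System – CHO-CHOP cells, stable luciferase reporter of PERK-eIF2a-CHOP signalling · Input – 500 cells/well · Control set – tunicamycin 10 µg/mL final as positive, DMSO-only wells as negative · Timing – 6 h compound treatment, 37 °C · Measure – % activation vs tunicamycin · Technique – luminescence read with Steady-Glo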
tim23-1 inh = growth inhibitors of tim23-1 mutant yeast, primary screen, luminescence, uHTS. S. cerevisiae tim23-1 growth, BacTiter-Glo luminescence, 24 h. inhibition, % at 20 µM. hit rate 1.3% among 330,000;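 active = growth inhibition of the mutant yeast at or above 50%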;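 also: temperature-sensitive mutant grown at 25 °C; plate controls were DMSO-treated mutant yeast for no effect and medium wells lacking yeast for full effect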
APJ antagonist = antagonists of human apelin receptor APJ, primary screen, CHO-K1 cells, beta-arrestin complementation, luminescence; hit rate 0.32% among 330,000; inhibition, % at 20 µM; P35414; AID 2521, 2010;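 active = inhibition above about 40% at 20 µM, limit read from the data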;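 also: cells challenged with 10 nM apelin-13 agonist together with compound; plate controls were apelin-13 plus DMSO wells for no effect and DMSO wells lacking apelin-13 for full effect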
Target sequence (P35414 whole entry, looked up): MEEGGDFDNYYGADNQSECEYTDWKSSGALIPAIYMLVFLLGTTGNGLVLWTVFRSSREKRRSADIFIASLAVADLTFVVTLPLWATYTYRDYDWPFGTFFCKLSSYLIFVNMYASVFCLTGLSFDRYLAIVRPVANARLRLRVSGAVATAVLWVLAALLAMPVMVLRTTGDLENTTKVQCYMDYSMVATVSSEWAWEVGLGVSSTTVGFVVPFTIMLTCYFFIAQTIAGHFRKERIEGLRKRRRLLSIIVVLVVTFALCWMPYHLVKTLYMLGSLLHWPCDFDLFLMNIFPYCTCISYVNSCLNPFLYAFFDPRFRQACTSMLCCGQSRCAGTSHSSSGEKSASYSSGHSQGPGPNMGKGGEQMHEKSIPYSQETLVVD
APJ ag = agonists of human apelin receptor APJ, primary screen, CHO-K1 cells, PathHunter beta-arrestin, luminescence; P35414; 0% DMSO wells, 100% apelin; activation, % at 20 µM; hit rate 0.11% among 330,000; AID 2520, 2010;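 active = activation more than six SD over the plate average, tested at 20 µM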;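 also: 0% = DMSO alone and 100% = apelin-13 at 10 nM; some results filed as inactive read as strong as hits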
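Test system: CHO-K1 APJ beta-arrestin complementation cell line | Compound: Single test compound dose, 20 µM final, 1% DMSO | Incubation: Compound 90 min 25 °C, reagent 1 h | Measured by: beta-gal luminescence | Read-out basis: APJ–arrestin association signal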
* marks the source's active call; other numbers are inactive results. Only part of the results is shown; the hit share may differ from the screen's.

Compound	UPR XBP1 act	tim10-1 inh	tim23-1 inh	APJ antagonist	Mdm2-MdmX inh	TIM10 inh	CHOP UPR activ	APJ ag	CXCR6 block
CN1CCC(N(C)CC(C)(C)NS(=O)(=O)c2ccccc2)CC1	-3	-10	6	-19	10	-9	0.9	-2	-2
CCCOc1cccc(-c2cc(C(=O)N/N=C/c3ccccn3)c3ccccc3n2)c1	-2	19	41	48*	33	27	296*	-12	57*
N/C(=N\OC(=O)c1cnn(-c2ccccc2)c1C(F)(F)F)c1cc(C(F)(F)F)cc(C(F)(F)F)c1	-1	25	2	-21	52*	13	-0.4	12	-26
Nc1nc2n(n1)C(c1ccco1)CC(c1ccc(Cl)c(Cl)c1)N2 (stereo not given)	0	21	21	-8	13	6	0.2	-3	13
CCc1ccc(NC(=O)CSc2nnc(-c3n[nH]c4ccccc34)n2-c2ccccc2)cc1	1	7	-18	-3	25	2	1.4	0	8
CCOc1ccc(/C=N/NC(=O)c2cc(-c3ccco3)nc3ccccc23)cc1	28	37	12	4	22	15	4.5	10	-6
Cc1ccc(C2(c3noc(CN(C)CC4CCCCO4)n3)CCCC2)cc1 (stereo not given)	-4	6	16	-8	-3	24	-1.0	-1	8
N#Cc1ccc(-c2nc3ccc(Br)cc3c(=O)n2O)cc1	-3	5	48	-5	18	11	0.5	1	5
COC(=O)c1cc2sccc2n1CC(=O)Nc1cc(OC)cc(OC)c1	-1	-11	6	0	3	0	-0.9	-1	1
O=C(NC1CC1)C1CCCN(C(=O)Nc2ccc(F)cc2)C1 (stereo not given)	-3	-20	2	-3	10	6	-0.6	-4	-10
O=C(OCCOc1ccccc1)c1cccc(S(=O)(=O)N2CCOCC2)c1	0	31	12	4	-17	1	1.8	-4	-1
CC(C)CN(C(=O)COC(=O)c1ccc2c(c1)OCO2)c1c(N)n(Cc2ccccc2)c(=O)[nH]c1=O	-2	-16	-3	-48	12	2	-0.7	-2	-8
O=C(C(NS(=O)(=O)c1cccs1)c1ccccc1)N1CCN(c2ccccc2F)CC1 (stereo not given)	-5	14	17	8	8	-8	1.5	2	10
COc1ccc(OC)c(N(CC(=O)N2CCCCC2)S(=O)(=O)c2ccc(OC)c(OC)c2)c1	0	9	3	-9	-24	-5	0.2	6	-2
CC1CC(C)CN(S(=O)(=O)N2CCC(C(=O)NCc3ccco3)CC2)C1 (stereo not given)	-4	12	17	-14	20	16	1.0	-3	5

Two of the compounds above, with values under each structure.
Every second line gives: UPR XBP1 act	tim10-1 inh	tim23-1 inh	APJ antagonist	Mdm2-MdmX inh	TIM10 inh	CHOP UPR activ	APJ ag	CXCR6 block
N#Cc1ccc(-c2nc3ccc(Br)cc3c(=O)n2O)cc1
  -3	5	48	-5	18	11	0.5	1	5
N/C(=N\OC(=O)c1cnn(-c2ccccc2)c1C(F)(F)F)c1cc(C(F)(F)F)cc(C(F)(F)F)c1
  -1	25	2	-21	52*	13	-0.4	12	-26

New compounds follow
Compound	UPR XBP1 act	tim10-1 inh	tim23-1 inh	APJ antagonist	Mdm2-MdmX inh	TIM10 inh	CHOP UPR activ	APJ ag	CXCR6 block
CCOc1ccc(NC(=O)C2CCCN2S(=O)(=O)c2ccc3c(c2)C(C)(C)C(=O)N3C)cc1 (stereo not given)	-1	6	19	-27	6	15	-0.8	0	-2
NS(=O)(=O)c1ccc(CCN2C(=O)CCC2=O)cc1	-4	4	3	-2	1	-3	-2.3	-1	6
O=C(COC(=O)/C=C/c1ccc(Cl)cc1)NCCc1ccccc1	-2	11	-2	6	7	-18	-2.6	0	-6
Cc1ccccc1-n1c(SCC(=O)N2CCOCC2)nc(O)cc1=O	1	-3	12	18	-30	11	-0.9	-1	6
Cc1nnc(N/N=C/c2ccco2)n1N	-3	8	13	-4	16	-2	2.6	4	-13
CCN1CCCC1CNC(=O)c1cc([N+](=O)[O-])c(N(C)C)cc1OC (stereo not given)	-4	-4	-8	23	3	-10	7.0	-2	11
O=C(c1ccco1)N1CCCN(Cc2nc(Cc3ccccc3)no2)CC1	-4	17	10	-7	13	1	-0.6	-5	-2
Cc1cc(NC(=O)CCCN2C(=O)c3cccnc3C2=O)ccc1Br	-1	-5	-1	14	9	-19	1.3	0	-3
COc1ccc(-c2csc(NC(=O)C3CSC4(C)CCC(=O)N34)n2)c(OC)c1 (stereo not given)	1	23	26	-1	31	6	2.0	8	-3
Cc1cccc(OCCC(=O)NCC(c2ccccc2)N(C)C)c1 (stereo not given)	2	28	18	4	-11	-12	0.0	-1	0
COc1ccc(CNC(=O)c2cnccn2)cc1	-2	-9	-7	-23	11	-26	-1.1	0	2
CCCCN(C(=O)c1ccco1)c1nnc(-c2cc(OC)c(OC)c(OC)c2)s1	1	7	5	7	5	9	0.7	2	3
CCc1ccc(C(=O)COC(=O)CNC(=O)c2ccc(N3C(=O)c4ccccc4C3=O)cc2)cc1	2	15	-15	-3	32	-15	0.1	-3	0
Cc1ccc(C)c(NCC(=O)c2ccc(Cl)cc2)c1	-4	7	11	73*	-3	19	5.2	-14	22
CCn1c(-c2ccccc2Cl)nn(CC(=O)NCCc2ccccc2)c1=S	0	1	16	8	5	10	1.1	-1	-3
COc1ccc(C(=O)COC(=O)CN2C(=O)c3ccccc3C2=O)c(OC)c1	0	-5	5	21	-1	0	-0.2	0	3
Cn1c(SCc2ccccc2)nc2c1c(=O)[nH]c(=O)n2C	-1	4	8	18	31	1	-1.1	-5	-6
CC(=O)C[C@@H](O)CC(=O)[C@H]1OC(=O)[C@H](C)C/C=C\Cc2ccccc21	-2	16	5	-6	10	12	-1.6	1	-8
CCS(=O)(=O)c1cc([N+](=O)[O-])c(Sc2ccccc2N)s1	-2	7	23	2	14	10	0.3	-1	-20
S=c1[nH]nc(-c2ccco2)n1-c1cccc2ccccc12	-2	14	14	13	-11	6	1.7	8	5
C[C@H]1CNC(=O)C(=O)N1C[C@H](Cc1ccc(O)cc1)NC(=O)CC12CC3CC(CC(C3)C1)C2	1	1	12	14	-9	8	0.0	-5	-4
Cc1[nH]c2ccccc2c1/C=N/NC(=O)c1cc(-c2ccccc2)n[nH]1	0	-1	5	-10	39	-6	2.0	9	-7
COc1ccc2c(c1)C(=O)C(=O)N2CCS(=O)(=O)c1ccccc1	1	12	-2	14	26	-9	0.5	-10	15
Cc1ccc(CN2CCN(Cc3cnc(N4CCOCC4)s3)CC2CCO)cc1 (stereo not given)	-2	-2	4	14	13	-7	-1.3	-5	6
FC(F)Sc1ccc(-n2cc(-c3ccccc3)[n+]3c2CCC3)cc1	0	-6	-18	3	-12	-3	2.4	-1	3
COc1ccc(CN(C2CCCCC2C)S(=O)(=O)c2ccc(S(=O)(=O)N(C)C)cc2)cc1OC (stereo not given)	-1	7	27	14	-12	9	-0.2	-2	-7
Cc1ccc(S(=O)(=O)N2CCC(=O)N(CCOCc3ccc(Cl)cc3)CC2)cc1	0	28	16	11	17	3	-0.2	6	-1
Cc1ccccc1OCc1nnc(SCc2cc(=O)[nH]c3ccccc23)n1-c1ccccc1	-2	5	10	22	20	7	1.2	-3	2
COc1ccc2c(-c3ccc(SC)cc3)c(-c3ccc(S(C)(=O)=O)cc3)sc2c1	5	4	5	-1	6	8	0.2	-4	6
CCOc1ccccc1NC(=O)CSc1nnc(CNC(=O)c2cc(OC)c(OC)c(OC)c2)o1	-7	7	14	3	13	-4	1.2	-4	9
Cc1cc([N+](=O)[O-])ccc1NC(=O)c1cccc(NC(=O)C(C)C)c1	1	5	-10	-8	-2	4	9.3	-1	-2
O=C(Cc1ccc(Br)cc1)N1CCN(C(=O)c2ccco2)CC1	-5	-7	10	4	-7	11	-0.7	-1	-1
COc1ccc(OC)c(CN(CCN2CCOCC2)C(=O)Nc2cccc(Cl)c2)c1	0	31	19	16	11	10	-1.1	-3	-2
O=C(OCC(=O)N(C1CCCCC1)C1CCCCC1)c1ccncc1	-1	38	9	2	13	23	-1.3	-4	-7
COC(=O)c1ccc(Cn2nnc3c(=O)[nH]c(C4CCCN(S(=O)(=O)c5cccc(Cl)c5)C4)nc32)cc1 (stereo not given)	-1	-6	-10	1	2	-5	-0.8	1	3
CCN(CC)C(=O)c1ccc(-c2nnc(OC)c3ccccc23)cc1	1	4	17	17	11	20	-0.9	1	3
COc1ccc(NC(=S)Nn2cnnc2)cc1OC	-4	-7	-1	17	-13	-10	0.9	-2	-5
CCOC(=O)C1CCCN(C(=O)Cn2cccc2C(=O)c2ccccc2)C1 (stereo not given)	-7	15	25	15	16	24	-2.8	-1	-10
Cc1ccc(NC(=S)NCC(O)c2ccccc2)c(C)c1 (stereo not given)	-2	-3	-3	11	-13	3	1.8	-1	-11
CCCCn1nc2cc(C(=O)NC3CCCc4ccccc43)ccc2c1OCC (stereo not given)	1	15	29	-10	-16	10	-0.8	-4	-4
